LNCaP diff act = promotes differentiation of LNCaP prostate cells. actives 0.56% (n = 24,000). side scatter shift, % at 10 µM. AID 795. flow cytometry side scatter, 4 d;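 active means side scatter shift above 30%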;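 further: androgen-responsive LNCaP prostate cancer cells in charcoal-stripped serum medium; percent of cells past a gate set so DMSO wells show 10% shift; higher shift means more granular cells and more differentiation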
VLA-4 allo ag = allosterically activates the human VLA-4 integrin; P13612; Jurkat cells, LDV-FITC binding, flow cytometry; activation, % at 10 µM (by protocol); 24,000 tested, under 10 active; AID 528;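 active means fluorescent ligand binding to cells raised by more than 40% of the manganese-induced maximum; inconclusive means compound's own fluorescence above 85% of the ligand control signal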;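 further: 0% = ligand binding without compound and 100% = manganese-stimulated maximal binding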
Target sequence (P13612 whole entry, looked up): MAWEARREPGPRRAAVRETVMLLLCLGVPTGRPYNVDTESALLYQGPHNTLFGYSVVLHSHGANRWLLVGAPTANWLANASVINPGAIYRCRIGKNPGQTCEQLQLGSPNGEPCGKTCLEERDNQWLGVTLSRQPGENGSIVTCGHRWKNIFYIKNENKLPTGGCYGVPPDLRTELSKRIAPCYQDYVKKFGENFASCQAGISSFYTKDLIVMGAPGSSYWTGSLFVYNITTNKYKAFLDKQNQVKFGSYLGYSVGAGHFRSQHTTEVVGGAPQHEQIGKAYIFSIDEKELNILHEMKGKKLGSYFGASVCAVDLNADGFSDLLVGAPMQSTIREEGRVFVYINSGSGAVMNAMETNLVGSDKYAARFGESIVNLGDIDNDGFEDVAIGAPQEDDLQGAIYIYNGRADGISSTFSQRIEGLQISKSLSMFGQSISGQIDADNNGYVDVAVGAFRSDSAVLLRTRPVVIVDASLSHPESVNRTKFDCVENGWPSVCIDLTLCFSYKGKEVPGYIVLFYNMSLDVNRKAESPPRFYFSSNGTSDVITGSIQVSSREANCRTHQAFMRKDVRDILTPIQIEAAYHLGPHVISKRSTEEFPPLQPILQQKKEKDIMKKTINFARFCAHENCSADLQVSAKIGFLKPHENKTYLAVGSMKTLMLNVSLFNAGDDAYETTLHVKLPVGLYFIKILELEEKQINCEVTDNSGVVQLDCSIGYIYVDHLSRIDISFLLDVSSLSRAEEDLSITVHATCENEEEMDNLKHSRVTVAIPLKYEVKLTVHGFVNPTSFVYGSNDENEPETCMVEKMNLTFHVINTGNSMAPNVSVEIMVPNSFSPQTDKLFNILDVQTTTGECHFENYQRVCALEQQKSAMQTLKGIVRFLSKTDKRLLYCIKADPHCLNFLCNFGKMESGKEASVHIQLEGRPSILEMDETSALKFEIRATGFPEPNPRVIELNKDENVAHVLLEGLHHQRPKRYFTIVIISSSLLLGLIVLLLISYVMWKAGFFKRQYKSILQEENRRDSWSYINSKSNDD
VLA-4 antagonist = inhibitors of LDV-FITC ligand binding to Mn2+-activated human VLA-4 integrin; P13612; Jurkat cells, LDV-FITC binding with Mn2+, flow cytometry; 100% = Mn2+-driven binding gain fully reversed; inhibition, % at 10 µM (by protocol); actives 0.2% (n = 24,000); AID 529;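 active means inhibition above 50%; inconclusive means compound itself fluorescent, judged against control cell fluorescence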;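 further: 0% = Mn2+ stimulated cells lacking compound and 100% = ligand binding without Mn2+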
Autofluor Jurkat = counter-screen for VLA-4 integrin: compound autofluorescence in Jurkat cells; fluorescence ratio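 (tested at 10 µM compound in the well)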; AID 576; actives 0.61% (n = 24,000); flow cytometry; hits give high values; 1 = vehicle-only cell background;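 active means fluorescence ratio above 2.44, which is 1 plus 3 SD of all ratios; inconclusive means signal too bright to measure linearly, ratio around 10 or more; inactive means fluorescence ratio below 2.44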;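 further: green fluorescence of cells measured with 488 nm excitation and 530 nm emission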
* hit, by the source's call; ? = inconclusive; / = no result given. A portion of the library; the hit share may differ from the screen's.

SMILES	LNCaP diff act	VLA-4 allo ag	VLA-4 antagonist	Autofluor Jurkat
O=C(CSc1nnc(Cc2cc(=O)[nH]c(=O)[nH]2)n1-c1ccccc1)NCC1CCCO1 (stereo not drawn)	3	0	-5	1
CCOC(=O)COc1ccc(C2NC(C(=O)O)CS2)cc1 (stereo not drawn)	8	0	-16	1
CCCSCCCNC(=O)c1cc2c(s1)CS(=O)(=O)C2	2	-1	5	1
Cn1c(=O)[nH]c(=O)c2c1nc(NCCCn1ccnc1)n2Cc1ccccc1	7	-8	20	1
COc1cccc(CN2CCN(CC(=O)Nc3ccccc3Cl)CC2)c1	1	-1	-2	0.97
CCN(CC)CCNC(=O)CS(=O)Cc1nc(-c2ccccc2Cl)oc1C (stereo not drawn)	4	8	-6	1
CCC(=O)N(CCCN(C)C)c1nc(-c2cc(OC)ccc2OC)cs1	13	4	-24	1
COc1cc(C(=O)Nc2nc(-c3cccs3)cs2)cc(OC)c1OC	6	-4	4	1.1
CC(C)c1cc(C(=O)NCc2cccnc2)no1	5	-5	12	1
COCCNC(=O)Cn1c(=O)n(CCC(=O)NCCc2ccccc2)c(=O)c2ccccc21	6	-3	2	1.1
CC1(O)CC(=O)N(c2ccccc2)O1 (stereo not drawn)	12	?	?	1.1
N#CCSc1nc(N)c(C#N)c(C2CCCCC2)c1C#N	3	8	-24	1.1
O=C(NCc1ccco1)c1cc(-c2cccnc2)nc2ccccc12	3	1	-20	1
CCCCOC(=O)Nc1nc2ccc(OC)cc2s1	24	0	-15	1
CCOCCCNC(=O)C1CCN(C(=O)N(C)C)CC1	5	0	0	0.96
CCOC(=O)c1ccc(NC(=O)CSc2nnc(CNC(=O)c3c(F)cccc3Cl)o2)cc1	3	-10	43	1
CCOC(=O)c1ccc(-c2n[nH]c(=O)c3ccccc23)cc1	/	13	-13	0.78
COc1ccc(C(F)(F)F)cc1NC(=O)c1nc2nc(C)cc(C(F)F)n2n1	8	2	-13	1.1
COC(=O)CSc1ccc2nnc(-c3ccc(F)cc3)n2n1	2	-6	-1	1.1
Cc1nc2c(C(=O)N3CCN(c4ccccn4)CC3)cnn2c(C)c1Cc1cccc(Cl)c1	2	?	?	1.4
CCOC(=O)N1CCN(S(=O)(=O)c2ccc(C(=O)Nc3nc4ccccc4s3)cc2)CC1	/	2	0	1
Cc1cc(NC(=O)NC(=O)c2cccc(OC(F)(F)C(F)F)c2)n[nH]1	6	-1	-14	0.97
Cc1ccc(S(=O)(=O)N2CCN(C(=O)CN3CCN(C)CC3)C2)cc1	4	-1	-18	1
O=C(CCCn1c(=O)[nH]c2ccsc2c1=O)N1CCN(Cc2ccc3c(c2)OCO3)CC1	9	4	14	1
Cc1ccc(NC(=O)C2CCCN2S(=O)(=O)c2cccc3cccnc23)cc1F (stereo not drawn)	2	1	-1	1.1
COc1cc(C(=O)NCC(=O)OCC(=O)c2ccc[nH]2)cc(OC)c1OC	9	-2	-8	1
CC(=O)OCC(=O)[C@@]1(OC(C)=O)[C@@H](C)C[C@H]2[C@@H]3C[C@H](F)C4=CC(=O)C=C[C@]4(C)[C@@]3(F)[C@@H](O)C[C@@]21C	7	-3	-16	0.97
CCN1CCCC1CNC(=O)c1csc2c1CCCC2 (stereo not drawn)	9	-1	17	1.1
CC(=O)N(CCc1ccccc1C)Cc1cc2cc3c(cc2[nH]c1=O)OCO3	5	-4	16	1.1
O=C(NCc1ccccc1Cl)C1CCN(S(=O)(=O)N2CCC3(CC2)OCCO3)CC1	5	-5	27	0.91
CC(=O)N(c1c(C)n(C)n(-c2ccccc2)c1=O)C1(C(=O)NC2CCCC2)CCCCC1	6	2	-5	1.1
Cc1ccccc1S(=O)(=O)Cc1ccc(C(=O)NCCN2CCCCC2C)o1 (stereo not drawn)	7	-1	0	1.1
CCC(=O)Oc1ccc(/C(CC)=C(\CC)c2ccc(OC(=O)CC)cc2)cc1	4	-16	-12	0.97
COc1ccc(S(=O)(=O)N2Cc3ccccc3CC2C(=O)O)cc1OC (stereo not drawn)	4	-4	-8	1.2
CCc1nnc2sc(-c3cc(-c4ccccc4)nc4ccccc34)nn12	4	-9	0	1.2
Cc1cccc(-c2nc(CS(=O)CC(=O)N3CCc4ccccc4C3)c(C)o2)c1 (stereo not drawn)	12	-4	18	1.2
COc1ccc(C2=NOC(C(=O)N3CCOCC3)C2)cc1OC (stereo not drawn)	7	0	-10	1
Cc1nc2ccccn2c1/C(O)=C1\C(=O)C(=O)N(CCCN(C)C)C1c1ccc(F)cc1 (stereo not drawn)	8	2	-8	1
Cn1cnc2c(N3CCCCC3)nccc21	3	3	-24	0.94
O=C(CN1CCOc2ccccc21)NC1CCCCCCC1	8	3	-3	1
COC(=O)Nc1ccc(C)cc1NC(=O)OC	9	-2	-19	1.1
Cc1ccc(C)c(NC(=O)Cn2nnc(C(=O)Nc3c(C)cccc3C)c2N)c1	14	?	?	1.1
c1ccc(N(c2ccccc2)c2nc(-n3ccnc3)nc(-n3ccnc3)n2)cc1	13	-6	29	1
Cn1c(SCC(=O)N2CCOCC2)nnc1-c1cnccn1	5	0	-8	1.1
CCOC(=O)C1CCN(C(=O)CCc2nc3ccccc3[nH]2)CC1	6	2	-1	1
CC(=O)N1CCc2cc(Br)cc(S(=O)(=O)NCc3ccccn3)c21	10	-3	1	1
Cc1cc(Nc2ccc3c(c2)OCCO3)n2nc(C)nc2n1	2	-4	15	1.1
CCOc1ccccc1NC(=O)CN(c1ccc(C)cc1)S(=O)(=O)c1c(C)n[nH]c1C	10	?	?	1

2 records drawn at random from those above, as already listed:
SMILES	LNCaP diff act	VLA-4 allo ag	VLA-4 antagonist	Autofluor Jurkat
COc1ccc(C2=NOC(C(=O)N3CCOCC3)C2)cc1OC (stereo not drawn)	7	0	-10	1
COC(=O)Nc1ccc(C)cc1NC(=O)OC	9	-2	-19	1.1

Further results
SMILES	LNCaP diff act	VLA-4 allo ag	VLA-4 antagonist	Autofluor Jurkat
CCc1nnc(NC(=O)CSc2nnc(-c3c[nH]c4ccccc34)n2CCOC)s1	9	-3	-11	1.1
COc1ccc2c(CC(=O)Nc3ccc(OC)c(NS(=O)(=O)c4ccc(F)cc4)c3)coc2c1	9	-4	-18	1.1
CN(CC(=O)N1CCc2ccccc2C1)S(=O)(=O)c1ccc2c(c1)c(=O)n(C)c(=O)n2C	3	?	7	0.95
CCN(CC)C(=O)c1ccc2c(c1)N(Cc1ccccc1)C(=O)CS2=O (stereo not drawn)	2	-5	-4	0.99
O=C(Nc1cccc(F)c1)C1CCCN1S(=O)(=O)c1cccc2cccnc12 (stereo not drawn)	3	2	?	1.1
COc1ccccc1-c1cc(C(=O)NCc2ccc(Cl)cc2)no1	8	-8	30	1.1
CCOC(=O)C1=C(CN2CCOCC2)NC(=O)NC1c1cc(C)ccc1C (stereo not drawn)	8	-3	-9	0.97
CCOc1cc2c(cc1OCC)C(C(=O)O)C(c1cc(Br)c(O)c(OC)c1)N(C)C2=O (stereo not drawn)	10	?	?	1
O=C(COc1ccc(Cl)cc1Cl)Nc1ccc2nc3n(c(=O)c2c1)CCCC3	9	-6	22	1.2
COc1ccc(CN2CC(C(=O)NCCN3CCN(c4ccccc4F)CC3)CC2=O)cc1 (stereo not drawn)	10	5	-13	0.89
CCN(CC)c1ccc(-c2c(C#N)c(N)nc(OC)c2C#N)cc1	11	?	?	8.2*
Cc1ccc(NC(=O)C2C(=O)N(CCO)C3(C)CC2c2ccccc2O3)cc1 (stereo not drawn)	10	0	19	0.96
COc1ccccc1NC(=O)N(Cc1ccco1)Cc1cc2cccc(C)c2[nH]c1=O	9	-6	6	1.1
CCN1CCN(C(=O)c2oc(=O)c3ccccc3c2-c2ccc(C)cc2)CC1	10	-1	-7	1
CCOC(=O)c1cc2c(=O)n3ccccc3nc2n(CC(C)C)c1=NC(=O)c1ccco1	5	3	-9	1.1
CN(C)CC(O)COc1ccc(-c2ccc(C#N)cc2)cc1 (stereo not drawn)	14	-7	48	1
O=C(Nc1ccc(NC(=O)c2ccco2)nc1)c1cccnc1	11	-1	9	1
CCOc1ccc(C(CC(=O)O)NC(=O)c2ccco2)cc1OC (stereo not drawn)	13	-3	12	0.99
C=C(CC)C(=O)c1ccc(OCC(=O)O)c(Cl)c1Cl	5	-4	-19	0.99
Cc1nn(-c2ccc(F)cc2)c2sc(C(=O)O)cc12	3	5	-30	1
COC(=O)[C@H](C)NC(=O)Nc1cc(OC)ccc1OC	6	-14	16	1.3
COc1ccc(N2CCN(C(=O)CSc3ncnc4c3cnn4-c3ccccc3C)CC2)cc1	8	-2	-15	1
CC(=O)c1ccc(OC(=O)c2cccs2)cc1	6	-2	-10	0.96
c1ccc(-c2nc(Sc3ncnc4c3cnn4-c3ccccc3)n[nH]2)cc1	5	?	?	1.1
O=C(O)c1cccc(NC(=O)C2C3C=CC(C3)C2C(=O)OCC(F)(F)C(F)F)c1 (stereo not drawn)	6	1	11	1
Cc1ccc2nsnc2c1S(=O)(=O)N(Cc1cc2cccc(C)c2[nH]c1=O)CC1CCCO1 (stereo not drawn)	14	-2	-13	1.1
O=C(Cc1ccc(F)cc1)N(c1ccc(F)cc1)C1C=CS(=O)(=O)C1 (stereo not drawn)	8	0	-4	1
N#Cc1c(N)nc2c(c1-c1cccc(O)c1)CCCCCC2	11	6	34	1
COc1ccc(Cl)cc1NC(=O)CSc1nncn1-c1cccnc1	13	4	20	1
N#CC1=C(SCc2ccccc2)NC(=O)C(C#N)C12CCCC2 (stereo not drawn)	12	4	-38	1
CCOC(=O)N1CCN(C(=O)c2ccc(CS(=O)(=O)c3ccc(OC)cc3)o2)CC1	7	5	-6	1
Cc1nc(N2CCCCC2)c2sc(=S)n(C)c2n1	1	0	-31	0.99
O=C(c1cccnc1NCc1ccccc1)N1CCOCC1	6	-1	6	1.1
O=C(C1CCCN(S(=O)(=O)c2cnc[nH]2)C1)N1CCN(c2ccc(Cl)cc2)CC1 (stereo not drawn)	9	-2	2	1
COc1cccc(N2CCN(C(=O)C3C4C=CC5(CN(Cc6ccccc6Cl)C(=O)C35)O4)CC2)c1 (stereo not drawn)	10	0	4	0.99
CCOc1ccc(N(CC(=O)N2CCCC2)S(=O)(=O)c2c(C)noc2C)cc1	7	0	3	1.1
COc1ccc(N2C(=O)C3CCCN3C2c2ccccc2F)cc1 (stereo not drawn)	16	-3	-4	1
CN(C)c1ccc(NC(=O)c2ccncc2)c2ccccc12	8	17	5	1.7
CCOC(=O)c1ccc(NC(=O)c2ccc(NS(C)(=O)=O)cc2)cc1	14	1	-18	1.1
CCOC(=O)N1CCN(c2ncnc3c2[nH]c2ccc(OC)cc23)CC1	8	0	-2	1.2
CCCCNC(=O)Cn1cnc2sc(C(=O)OCC)c(C)c2c1=O	3	-1	-5	0.96
CCc1noc(C)c1C(=O)NCCc1ccc(OC)c(OC)c1	16	6	-6	0.98
O=C1C2C3C=CC(C3)C2C(=O)N1c1ncn[nH]1 (stereo not drawn)	2	6	-4	0.96
Cc1ccc(CCNC(=O)CN2C(=O)COc3ccccc32)cc1	11	3	62*	1.1
Cc1cc(OCC(=O)N2CCOCC2)cc2oc(=O)c3ccccc3c12	9	-2	-12	1.1

Arranged by count of non-hydrogen atoms (low to high): 14 of the compounds above.
SMILES	LNCaP diff act	VLA-4 allo ag	VLA-4 antagonist	Autofluor Jurkat
Cc1nc(N2CCCCC2)c2sc(=S)n(C)c2n1	1	0	-31	0.99
CCCCOC(=O)Nc1nc2ccc(OC)cc2s1	24	0	-15	1
CCOC(=O)COc1ccc(C2NC(C(=O)O)CS2)cc1 (stereo not drawn)	8	0	-16	1
Cn1c(SCC(=O)N2CCOCC2)nnc1-c1cnccn1	5	0	-8	1.1
O=C(Nc1ccc(NC(=O)c2ccco2)nc1)c1cccnc1	11	-1	9	1
Cc1ccc(CCNC(=O)CN2C(=O)COc3ccccc32)cc1	11	3	62*	1.1
O=C(NCc1ccco1)c1cc(-c2cccnc2)nc2ccccc12	3	1	-20	1
CCOC(=O)N1CCN(c2ncnc3c2[nH]c2ccc(OC)cc23)CC1	8	0	-2	1.2
c1ccc(-c2nc(Sc3ncnc4c3cnn4-c3ccccc3)n[nH]2)cc1	5	?	?	1.1
CCc1nnc(NC(=O)CSc2nnc(-c3c[nH]c4ccccc34)n2CCOC)s1	9	-3	-11	1.1
CCOc1cc2c(cc1OCC)C(C(=O)O)C(c1cc(Br)c(O)c(OC)c1)N(C)C2=O (stereo not drawn)	10	?	?	1
Cc1nc2ccccn2c1/C(O)=C1\C(=O)C(=O)N(CCCN(C)C)C1c1ccc(F)cc1 (stereo not drawn)	8	2	-8	1
COc1ccc(CN2CC(C(=O)NCCN3CCN(c4ccccc4F)CC3)CC2=O)cc1 (stereo not drawn)	10	5	-13	0.89
COc1cccc(N2CCN(C(=O)C3C4C=CC5(CN(Cc6ccccc6Cl)C(=O)C35)O4)CC2)c1 (stereo not drawn)	10	0	4	0.99

Bioassay records (PubChem)
